KRASV12 cytotoxicity = viability loss of HPDE-C7K cells – cell-based, fluorescence, HTS, primary screen (AID 431) | cytotoxicity, % at 10 µM; hits with a dose series show EC50 in µM | 63,000 tested, 1.7% active | HPDE-C7K KRASV12 cells, Alamar Blue viability, 48 h; higher % means a stronger effect;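 active = compounds whose percent cytotoxicity in the single-dose primary screen, scaled between solvent and toxic-drug controls, exceeds 50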;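 also: 0% = DMSO solvent wells and 100% = doxorubicin-treated wells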
HPDE-C7 viability = cytotoxicity in HPDE-C7 cells, cell-based, fluorescence, HTS (AID 430); cytotoxicity, % at 10 µM; hits with a dose series show EC50 in µM; 63,000 tested, 1.8% active; HPDE-C7 pancreatic duct cells viability, fluorescence; higher % means a stronger effect;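 also: cells exposed to compound for 48 hours before viability readout; 0% = vehicle and 100% = reference cytotoxic drug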
HT1080 cytotoxicity = cytotoxicity in HT1080 fibrosarcoma cells, cell-based, fluorescence readout (AID 620); 87,000 tested, 0.42% active; cytotoxicity, % at 10 µM; hits with a dose series show EC50 in µM; HT1080 viability, fluorescence; higher % means a stronger effect;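 also: cells exposed to compound overnight then 4 h with Alamar Blue; 0% = vehicle DMSO and 100% = killing control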
PMK inhibit = inhibitors of Streptococcus pneumoniae phosphomevalonate kinase | purified PMK, PK/LDH-coupled NADH absorbance 340 nm | inhibition, % at 10 µM | 65,000 tested, 0.49% active;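 active = top-ranked compounds by inhibition in the single 10 µM screen, taking a fixed number of the strongest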;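 also: 0% = full reaction with DMSO carrier and 100% = background rate without enzyme reaction; no value below 0 was filed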
Alkaline phosphatase = human TNAP enzyme inhibitors, biochemical, luminescent (AID 518). inhibition, % at 20 µM; hits with a dose series show IC50 in µM. purified TNAP enzyme, luminescent substrate readout; higher % means a stronger effect. 64,000 tested, 0.09% active; in the data active = a potency from the dose series; inactive = the rest, 99 in 100 with inhibition below about 22%;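 also: plate controls were vehicle for no effect and reference inhibitor for full effect; many of its hits are not listed in these tables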
LYP phosphatase = LYP phosphatase inhibitors, primary screen, biochemical, DiFMUP fluorescence, recombinant catalytic domain, 10 µM (AID 606). inhibition, % at 10 µM; hits with a dose series show IC50 in µM. 52,000 tested, under 10 active. recombinant LYP catalytic domain, DiFMUP fluorescence; higher % means a stronger effect;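 active = IC50 under 40 µM in the dose-response test; inactive = IC50 of 40 µM or more, or never dose-tested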
Spn MK inh = S. pneumoniae mevalonate kinase inhibition | inhibition, % at 10 µM | purified MK, PK/LDH-coupled NADH absorbance 340 nm | AID 555 | 65,000 tested, 0.48% active;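 active = ranked among the strongest by inhibition in the single 10 µM screen, a fixed top-ranked set picked for dose follow-up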; also: no value below 0 was filed
Bfl-1 displacement = Bfl-1 inhibitors, primary screen, biochemical, fluorescence polarization, FITC-Bid, mouse (AID 432); FITC-Bid BH3 peptide fluorescence polarization displacement; higher % means a stronger effect; displacement, % at 20 µM, or IC50 in µM where a hit was titrated; 64,000 tested, 0.02% active; in the data active = a potency from the dose series; inactive = the rest, 99 in 100 with displacement below about 15%; also: strong numbers were not always called active
DPM-DC inhibit = inhibitors of Streptococcus pneumoniae diphosphomevalonate decarboxylase. purified DPM-DC, PK/LDH coupled NADH fluorescence. calls only at 10 µM. 65,000 tested, 0.49% active. AID 556;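 active = the 320 compounds with the highest percent inhibition in the single-dose primary screen, excluding strongly autofluorescent ones, cut at about 32% in these data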;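 also: kinetic rate of NADH fluorescence loss reporting ADP formed by the decarboxylase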
PMK inhibit pilot replicates = recorded beside PMK inhibit, whose call it bears; inhibition, %; measured here: pilot screen replicates
Spn MK inh pilot replicates = second read-out of Spn MK inh, no call of its own (marks repeat the call); inhibition, %; measured here: pilot screen replicates
DPM-DC inhibit pilot screen % = further read-out of DPM-DC inhibit, marked with its call; inhibition, %; measured here: pilot screen trials
Active calls of the source: *; i = inactive; . = no result given. Rule as the data show it, unless noted: active = cytotoxicity above about 50%; inactive = the rest. No enrichment for hits. About 3.4% of those tested had a hit in this group.

SMILES	KRASV12 cytotoxicity	HPDE-C7 viability	HT1080 cytotoxicity	PMK inhibit	Alkaline phosphatase	LYP phosphatase	Spn MK inh	Bfl-1 displacement	DPM-DC inhibit	others
O=C1CC(NCCN2CCOCC2)C(=O)N1Cc1ccc(N2CCCC2=O)cc1 (stereo not drawn)	-1%	-14%	1%	13	7%	-18%	11	-13%	i
COc1ccc(NC(=O)C2CCN(S(=O)(=O)c3ccc(C)cc3)CC2)cc1OC	-26%	-15%	5%	20	-3%	.	14	-1%	i
CCn1c(SCCC(C)C)nnc1-c1c[nH]c2ccccc12	10%	19%	-7%	0	2%	2%	3	1%	i
C=CCN1C(=O)C2C(C(=O)NCc3ccccc3)C3(C)C=CC2(O3)C1C(=O)NC(C)(C)C (stereo not drawn)	-1%	2%	-6%	12	20%	.	0	1%	i
COC(=O)c1c(N)nc(C)n1-c1ccc(OC)cc1	6%	2%	0%	8	6%	5%	9	-3%	i	PMK inhibit pilot replicates=0.0;Spn MK inh pilot replicates=0.0;DPM-DC inhibit pilot screen %=1.0
O=C1CS/C(=N\c2ccccn2)N1C1CCCCC1	-22%	-20%	-5%	15	5%	-1%	8	2%	i
CCN(CC)c1ccc(NC(=O)CN2CCN(c3nc(C)cc(C)n3)CC2)cc1	7%	4%	3%	13	14%	15%	2	-6%	i
COc1cccc(C2NC(C)(C(=O)O)C3C(=O)N(C(C)C)C(=O)C23)c1O (stereo not drawn)	7%	2%	-5%	0	5%	3%	2	-8%	i
Nc1ncc(Br)cc1S(=O)(=O)NCCC(=O)N1CCN(c2ncccn2)CC1	7%	0%	12%	16	-5%	6%	6	199%	i
COc1ccc(CCNc2nc3c(c(=O)n(C)c(=O)n3C)n2C)cc1OC	8%	-7%	1%	3	3%	-11%	6	-8%	i
Cc1cc(C(=O)N2CCN(Cc3ccc4c(c3)OCO4)CC2)on1	-10%	0%	3%	0	7%	.	1	-3%	i
CCNCCNC(=O)c1c(O)c2c([nH]c1=O)CCCC2	8%	-15%	1%	1	7%	13%	7	-1%	i
Cc1ccc(OCC(O)CN2C(=O)NC(C)(C)C2=O)cc1C (stereo not drawn)	5%	9%	4%	0	10%	10%	7	-8%	i	PMK inhibit pilot replicates=1.0;Spn MK inh pilot replicates=0.0;DPM-DC inhibit pilot screen %=0.0
COC(=O)c1sc(NC(=O)c2cnccn2)c(C(=O)OC)c1C	-3%	3%	4%	12	11%	0%	6	-7%	i
CCSc1nc2c(c(=O)n1Cc1ccccc1)SC(C)C2 (stereo not drawn)	.	.	-9%	0	.	-4%	3	.	i
CCCC(=O)N1c2ccccc2NC2=C(C(=O)CCC2)C1c1ccc(F)cc1 (stereo not drawn)	17%	8%	-8%	13	13%	17%	8	-1%	i	PMK inhibit pilot replicates=2.0;Spn MK inh pilot replicates=0.0;DPM-DC inhibit pilot screen %=1.0
CCN1CCN(CC(=O)Nc2ccc3c(c2)OCCO3)C(=O)C1=O	-2%	-6%	1%	0	4%	-2%	0	4%	i
O=S(=O)(NCc1ccco1)c1cccc(S(=O)(=O)N2CCCCC2)c1	-5%	-2%	-8%	14	1%	2%	0	-4%	i
Cc1sc(NC(=O)c2ccc(Cl)s2)c(C(N)=O)c1C	1%	-14%	-2%	0	11%	8%	1	-6%	i
O=C(NCCCN1CCN(CCCNC(=O)c2ccccc2F)CC1)c1ccccc1F	-24%	-17%	-1%	0	6%	-4%	2	-10%	i
CC(=O)c1ccc(NC2OC(CO)C(O)C(O)C2O)cc1 (stereo not drawn)	-8%	-12%	2%	9	1%	.	1	1%	i
O=C(CCn1c(=S)[nH]c2ccccc2c1=O)NCCCN1CCCC1=O	-4%	-21%	7%	16	5%	8%	2	-1%	i
COc1cc(NC(=O)CCc2ccccc2)nc(OC)n1	20%	9%	.	0	11%	1%	18	-3%	i
Cc1ccc(C2CC(=O)NC(SCc3ccccc3)=C2C#N)o1 (stereo not drawn)	9%	11%	-5%	6	14%	.	7	4%	i

Grouped by structure, those above with fluorine.
SMILES	KRASV12 cytotoxicity	HPDE-C7 viability	HT1080 cytotoxicity	PMK inhibit	Alkaline phosphatase	LYP phosphatase	Spn MK inh	Bfl-1 displacement	DPM-DC inhibit	others
CCCC(=O)N1c2ccccc2NC2=C(C(=O)CCC2)C1c1ccc(F)cc1 (stereo not drawn)	17%	8%	-8%	13	13%	17%	8	-1%	i	PMK inhibit pilot replicates=2.0;Spn MK inh pilot replicates=0.0;DPM-DC inhibit pilot screen %=1.0
O=C(NCCCN1CCN(CCCNC(=O)c2ccccc2F)CC1)c1ccccc1F	-24%	-17%	-1%	0	6%	-4%	2	-10%	i

The listing picks up; the three compounds before the break are reprinted first.
SMILES	KRASV12 cytotoxicity	HPDE-C7 viability	HT1080 cytotoxicity	PMK inhibit	Alkaline phosphatase	LYP phosphatase	Spn MK inh	Bfl-1 displacement	DPM-DC inhibit	others
O=C(CCn1c(=S)[nH]c2ccccc2c1=O)NCCCN1CCCC1=O	-4%	-21%	7%	16	5%	8%	2	-1%	i
COc1cc(NC(=O)CCc2ccccc2)nc(OC)n1	20%	9%	.	0	11%	1%	18	-3%	i
Cc1ccc(C2CC(=O)NC(SCc3ccccc3)=C2C#N)o1 (stereo not drawn)	9%	11%	-5%	6	14%	.	7	4%	i
CN1CCN(c2nc3c(c(=O)[nH]c(=O)n3C)n2Cc2cccc3ccccc23)CC1	-7%	-14%	-3%	3	4%	6%	0	4%	i
CCOC(=O)C1CCCN(S(=O)(=O)Cc2ccccc2)C1 (stereo not drawn)	-14%	-11%	-18%	5	6%	0%	8	1%	i
CCOC(=O)CSc1nnc2n1C(C)(C)Cc1ccccc1-2	-19%	-33%	4%	12	11%	8%	10	40%	i	PMK inhibit pilot replicates=3.0;Spn MK inh pilot replicates=4.0;DPM-DC inhibit pilot screen %=0.5
CCCCN1C(=O)c2ccccc2C1C(=O)NC1CCCC1 (stereo not drawn)	0%	-6%	17%	17	17%	5%	7	4%	i
Cc1cccnc1NCc1ccc(O)c2ncccc12	10µM*	14µM*	-3%	17	-11%	17%	0	-7%	i
Cc1cccc(C(=O)NCc2nnc(SCC(=O)N3CCN(c4ccccc4)CC3)n2C)c1	-14%	-15%	1%	7	-2%	11%	5	-7%	i
N#Cc1nc(-c2ccccc2F)oc1NC1CCCCC1	-2%	-4%	-8%	0	16%	9%	3	5%	.
COC(=O)C1=C(CSc2nc3ccccc3o2)NC(=O)NC1c1cc(C)ccc1C (stereo not drawn)	35%	41%	8%	3	6%	-9%	7	-2%	i
O=C1OC(c2ccc(Br)cc2)=N/C1=C\N1CCCCC1	-14%	-17%	-3%	9	10%	.	9	-6%	i
CCOC(=O)CCNC(C)C1COc2ccccc2O1 (stereo not drawn)	-11%	-12%	4%	7	15%	-2%	29	-3%	i
COc1ccc(C(=O)Oc2c(C)occc2=O)cc1OC	-4%	0%	-5%	12	6%	16%	5	-4%	i
COc1ccc(S(=O)(=O)Nc2cc(C(C)C)c(O)cc2C)cc1	2%	-5%	6%	3	13%	15%	0	-5%	i
Cc1nn(C)c(C)c1S(=O)(=O)N(CC(=O)NCc1cccs1)c1ccc(C(C)C)cc1	3%	3%	-1%	10	0%	17%	2	-10%	i
COC(=O)c1c(C(=O)OC)c(C)n(Cc2ccco2)c1C	5%	-4%	-3%	0	13%	14%	4	-2%	i
CCOc1ccc2nc(N3CCC(C(=O)N4CCN(C(=O)c5ccco5)CC4)CC3)sc2c1	-3%	-2%	-1%	5	9%	12%	3	-3%	i
COc1ccc(Cc2nnc(SCC(=O)NCCc3ccccc3)o2)cc1	-9%	-9%	2%	0	4%	.	1	-4%	i
CCOC(=O)C1=C(C)NC(=O)NC1C1CC=CCC1 (stereo not drawn)	-17%	-11%	-2%	6	10%	3%	12	3%	i
Cn1cccc1Cc1nnc(SCC(=O)Nc2ccc(Cl)cc2)n1-c1ccc(F)cc1	4%	-7%	-8%	7	5%	14%	9	2%	i
CCOC(=O)C1CCCCN1Cc1ccc(OC)c(OC)c1OC (stereo not drawn)	-14%	-1%	31%	10	8%	.	5	2%	i
CCOC(=O)c1ccc(N2C(=O)c3n[nH]c(C)c3C2c2ccc(O)cc2)cc1 (stereo not drawn)	-5%	-14%	-12%	0	1%	-1%	6	-8%	i
CC(=O)CSc1ncnc2nc[nH]c12	6%	5%	3%	4	3%	.	3	0%	i
CCC1CCCCN1CCCNC(=O)C1CCC(=O)N1Cc1ccc(C)cc1 (stereo not drawn)	-6%	-6%	5%	13	5%	.	6	2%	i
CC1(C)CC(N(Cc2cccs2)C(=O)c2ccco2)CCO1 (stereo not drawn)	-25%	-12%	-5%	3	1%	5%	10	-1%	i
O=C(c1ccccc1F)N1CCN(CC2CC3C=CC2C3)CC1 (stereo not drawn)	2%	2%	-7%	0	5%	-2%	25	9%	i
COC(=O)c1ccc(Oc2cc(C)nc(-n3nc(C)cc3C)n2)cc1	33%	54%*	68%*	13	7%	-16%	6	1%	i
COCCCNc1nc2c(c(=O)[nH]c(=O)n2C)n1CC(O)COc1ccccc1C (stereo not drawn)	8%	-1%	3%	0	4%	9%	0	2%	i
CC(=O)c1sc2nc(=O)c(C)nn2c1C	-6%	-6%	-5%	9	4%	.	0	-3%	i
COc1ccc(C(c2sc3ncnn3c2O)N2CCN(c3ccccc3F)CC2)cc1OC (stereo not drawn)	4%	-3%	2%	12	4%	.	9	0%	i
O=C(Cc1ccc(Cl)cc1)Nc1ccc2oc(-c3ccncc3)nc2c1	-17%	-18%	2%	0	6%	5%	4	-2%	.
COc1ccc(OC)c(N2C(N)=NC(N)=NC23CCCC3)c1	-6%	-4%	0%	8	10%	1%	3	-11%	i
COc1ccc(CCCc2nnc(SCC(=O)Nc3ncc(C)s3)o2)cc1	-10%	-26%	5%	1	10%	6%	7	-9%	i
Cc1cc(-c2ccco2)n(CC(=O)NCCCc2ccccc2)n1	3%	2%	2%	4	13%	9%	2	0%	i
CC(C)c1nc(SCC(=O)N2CCOCC2)c2c(=O)n(C)c(=O)n(C)c2n1	0%	0%	-2%	4	3%	0%	11	-1%	i
C=CCOC(=O)C1=C(C)OC(N)=C(C#N)C1c1ccc2c(c1)OCO2 (stereo not drawn)	13%	-8%	1%	14	17%	10%	3	-6%	i	PMK inhibit pilot replicates=2.5;Spn MK inh pilot replicates=0.5;DPM-DC inhibit pilot screen %=2.5
O=C(Nc1ccc(S(=O)(=O)N2CCOCC2)cc1)C1CCCCC1	10%	-4%	-5%	2	9%	1%	3	-6%	i
Cc1cc(C)cc(-c2nc(-c3ccncc3)no2)c1	-6%	-8%	-1%	6	10%	.	4	-4%	i
COc1ccccc1NC(=O)CSc1nc(O)cc(=O)[nH]1	.	.	-1%	16	.	14%	11	.	i
CCCn1c(SCC(=O)Nc2nc(C)c(C(=O)OC)s2)nnc1C(C)C	-5%	-4%	0%	8	7%	13%	7	-4%	i

Bioassay records deposited in PubChem BioAssay by several laboratories.
